UDG counterscr: blocks uracil-DNA glycosylase in AID counter-screen; FRET deamination/UDG coupled assay, UDG read, 4 h; Potency, µM (series often up to 115 µM), for inactives: at the highest dose activity change, negative = inhibition, most hits filed as inhibitors; 91,000 tested, 0.14% active; AID 1347430; note: nearly all actives have a fitted effect of over 65% in size
AID inh: blocks human AID cytidine deaminase activity | AID deamination FRET fluorescence, UDG-coupled, 4 h | 91,000 tested, 0.32% active | Potency, µM (doses to about 115 µM), for the others: at the highest dose activity change, negative = inhibition, usual class: inhibitors | Q9GZX7; note: nearly all actives have a fitted effect of over 25% in size
Target sequence (Q9GZX7 whole entry, looked up): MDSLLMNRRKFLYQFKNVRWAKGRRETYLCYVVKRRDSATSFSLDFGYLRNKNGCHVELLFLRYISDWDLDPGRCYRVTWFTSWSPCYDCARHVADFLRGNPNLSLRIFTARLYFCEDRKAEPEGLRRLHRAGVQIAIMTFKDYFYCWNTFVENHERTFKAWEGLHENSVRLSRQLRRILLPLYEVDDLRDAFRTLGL
* marks the source's active call; other numbers are inactive results; u = inconclusive; & = joins results of further samples; [ ] = remark or other dose. Calls come from the whole dose curve; as a rule, active = well fitted curve in the direction sought with a large enough effect; inconclusive = small, poorly fitted or top-dose-only effect, or another doubt; inactive = no such curve, though single readings can be large; an effect the other way counts as inactive or inconclusive. % is set by controls: 0 for no effect and ±100 for the full control effect; potency is the fitted concentration of half-maximal effect. This is a subset, so the mix of outcomes need not match the whole.

| Structure | UDG counterscr | AID inh |
| --- | --- | --- |
| CCOc1ccc(-c2cc(C(=O)Oc3ccc(C#N)cc3)no2)cc1 | -16% | -5% |
| O=C(CSCc1cnn(-c2ccccc2)c1-n1cccc1)NCc1cccc(Cl)c1 | -10%[57.5 µM] | u |
| O=C(NC1CC1)c1cc2c(s1)CCCCC2 | -7% | 0% |
| CCCOc1cccc(C(=O)Nc2cccc3cccnc23)c1 | -19% | u |
| O=C(/C=C/c1ccc2c(c1)OCO2)NC1CCSC1=O (configuration not stated) | 2% | 1% |
| COc1ccc(C)cc1NC(=O)CN(C)S(=O)(=O)c1ccc2c(c1)c(=O)n(C)c(=O)n2C | -10% | 2% |
| CCCNC(=O)C1CCN(C(=O)N2CC(C)Oc3ccccc32)CC1 (configuration not stated) | 16% | 5% |
| COC(=O)c1ccc(/C=C/C(=O)c2ccc3cc(OC)ccc3c2)cc1 | 8% | 7% |
| Cc1nc2ccccc2n1CC(O)COc1ccccc1F (configuration not stated) | 1% | -9% |
| CN1CCN(C2(CNC(=O)c3ccc([N+](=O)[O-])cc3)CCCCC2)CC1 | 2%[57.5 µM] | 13% |
| Cc1nc(-c2ccccn2)sc1C(=O)Nc1ccc2c(c1)OCCCO2 | -6% | 1% |
| O=C(Nc1cccnc1)C1(c2cccc(F)c2)CCC1 | -2% | -1% |
| CCOc1ccc(S(=O)(=O)c2c(C(=O)c3ccc(CC)cc3)cnc3ccc(C)cc23)cc1 | -11% | -18% |
| CC(=O)Nc1ccc(NC(=O)CSc2nccn2Cc2ccc3c(c2)OCO3)cc1 | 1% | 5% |
| Cc1cccc(C)c1NC(=O)/C(C#N)=C\c1ccc(OC(F)F)cc1 | -3% | -11% |
| COc1ccc(OC)c(NC(=O)C(C)n2c(=O)c(-c3ccccc3NC(C)=O)nc3ccccc32)c1 (configuration not stated) | 0% | u |
| O=C(Nc1cccc(C(F)(F)F)c1)c1ccc2snnc2c1 | 6% | 9% |
| Cc1nc(-n2nc(C)c(Cl)c2C)sc1C(=O)N1CCC(C)CC1 | -12% | -10% |
| CC(C)Cc1nn2c(=O)cc(COC(=O)CNC(=O)c3ccc(C(C)(C)C)cc3)nc2s1 | 5% | 20% |
| CCc1ccc(NC(=O)C2CCCN(S(=O)(=O)c3cccc4nonc34)C2)cc1 (configuration not stated) | -2% | 10% |
| CCOc1ccccc1Oc1c(C)oc2cc(OC(=O)C(C)(C)C)ccc2c1=O | -2% | 5% |
| Cc1ccc(Cl)cc1NC(=O)C1CCCN(S(=O)(=O)c2cccc3cccnc23)C1 (configuration not stated) | -3% | -24% |
| COc1ccc(C)c2sc(N(Cc3cccnc3)C(=O)COc3ccccc3)nc12 | 2% | -10% |
| CCN(CC)c1nn2c(=O)c(C(=O)NCc3cccc(OC)c3OC)cnc2s1 | -7% | -19% |
| CCOCCc1nn2c(=O)cc(COC(=O)COc3ccc(C)c(C)c3)nc2s1 | 8% | 45%[activator] |
| Cc1cc2nnc(SCc3ccc(F)cc3)n2c2ccccc12 | -14% | u |
| CCOC(=O)c1ccc(NC(=O)c2csnn2)cc1 | 16% | 26% |
| CCCn1c2ccccc2c2cnn(CC(=O)Nc3ccc(C)cc3Br)c(=O)c21 | 4% | -1% |
| O=C(Nc1ccc2oc(C3CC3)nc2c1)c1ccc(=O)[nH]n1 | -2% | -1% |
| CCCC(=O)NNC(=S)NC(C)c1ccccc1 (configuration not stated) | 0% | -6% |
| CCCOc1ccc(/C=C(/C#N)c2nc3ccccc3[nH]2)cc1OC | -8%&6% | -21%&8% |
| CCCN1C=NS(=O)(=O)c2cc(C(=O)NC(C)CC)ccc21 (configuration not stated) | -5% | -3% |
| Cc1c(Cl)cccc1NC(=O)CN(CCc1ccccc1)S(=O)(=O)c1ccccc1 | 5%[57.5 µM] | 6%[57.5 µM] |
| Clc1ccc(-c2csc(-c3cccnc3)n2)cc1 | -5% | -19% |
| O=C(CCc1cccnc1)NCc1ccc(C(F)(F)F)cc1 | 8% | -4% |
| CCOc1ccccc1Nc1sc(C(=O)c2ccccc2)c(N)c1C(=O)Nc1ccc(F)cc1 | -14% | 86%[activator] |

Quoted from the listing (2 entries):
| Structure | UDG counterscr | AID inh |
| --- | --- | --- |
| CCOCCc1nn2c(=O)cc(COC(=O)COc3ccc(C)c(C)c3)nc2s1 | 8% | 45%[activator] |
| Cc1cc2nnc(SCc3ccc(F)cc3)n2c2ccccc12 | -14% | u |

Next section.
| Structure | UDG counterscr | AID inh |
| --- | --- | --- |
| CCOc1ccc(-n2nc(CO)c(C(=O)NCc3cccc(OC)c3)n2)cc1 | 12%[57.5 µM] | -1% |
| Cc1ccc(NC(=O)CSc2nc(-c3ccccc3Cl)nc3cc(=O)[nH]n23)c(C)c1 | 65%[activator] | -1% |
| CC(=O)N/N=C/c1cc(Cl)ccc1OCCCOc1cc(C)ccc1C(C)C | -1% | -10% |
| COc1ccc(N2CCCS2(=O)=O)cc1NS(=O)(=O)c1ccc(F)c(C)c1 | 0% | -4% |
| Cc1[nH]nc(-c2ccc(S(=O)(=O)N3CCN(c4ccccc4)CC3)s2)c1C | -10% | -25% |
| Cc1ccc(C)c(Cn2c3ccccc3c3cnn(CC(=O)NCc4ccccc4)c(=O)c32)c1 | -17%[57.5 µM] | -4% |
| O=C(c1cccs1)N1CCCc2cc(NS(=O)(=O)c3cc(F)ccc3F)ccc21 | -6% | -26% |
| Cc1ccc(C)c(CN2C(=O)CSc3ccc(C(=O)NCCc4ccc(Cl)cc4)cc32)c1 | 16% | 22% |
| Cc1nc2cc(-c3ccccc3)nn2c(C)c1CCC(=O)Nc1ccc(F)cc1F | 3% | 8% |
| Cc1ccc(CN(C(=O)COc2cccc(Cl)c2)c2ccccn2)o1 | -28% | -16% |
| C/C(=N/OC(=O)c1ccc(-c2ccccc2)cc1)c1cccs1 | -14% | -8% |
| Clc1ccc2c(c1)NC(c1ccncc1)=NC(c1cccs1)=N2 | -16% | -14% |
| Cc1cccc(/C=N/NC(=O)C2CC2)c1 | -1% | -7% |
| CCCCNC(=O)C1CCN(Cc2nc(-c3ccc(OC)c(OC)c3)oc2C)CC1 | -19% | 9% |
| Cc1n[nH]c(=O)c2c(NC(=O)CSc3nnc(C)n3Cc3ccccc3)oc(C)c12 | -5% | 13% |
| Cn1cnnc1SCC(=O)Nc1ccc(C#N)cc1 | -7% | u |
| COc1ccc(C(=O)Nc2ccc(C(=O)OCc3cc(=O)n4nc(C(C)C)sc4n3)cc2)cc1 | 3% | 7% |
| CC(OC(=O)c1ccc(OCC(N)=O)cc1)C(=O)c1ccc(Cl)cc1 (configuration not stated) | -5% | 0% |
| CCC(C)Oc1ccc(C2CC(=O)NC3=C2C(=O)CCC3)cc1 (configuration not stated) | -1% | -6% |
| O=C(Cn1ncc2ccsc2c1=O)N1CCN(c2ccccc2F)CC1 | 11% | 30%[activator] |
| COCCNC(=O)CCC(=O)NNc1nc2ccccc2c2nc(C)nn12 | -18% | -1% |
| Cc1cccc(C(CC(=O)NCC2(c3ccccc3)CCCC2)c2ccccc2)c1O (configuration not stated) | u | 9% |
| Cc1cc(S(=O)(=O)Nc2ccc3[nH]c(=O)sc3c2)ccc1F | -8% | 3% |
| CCN(CC)CCNC(=O)CN1C(=O)c2cccnc2Oc2ccc(C)cc21 | -10% | 2% |
| COc1ccc(C(=O)Nc2cccc(/C=C(/C#N)C(=O)NC3CC3)c2)cc1 | -7% | -6% |
| O=C(NC(Cc1ccccc1)C(=O)N1CCN(c2ncccn2)CC1)c1ccccc1 (configuration not stated) | 5% | -4% |
| O=C(NC1(C(F)(F)F)C(=O)Nc2c1c(=O)[nH]c(=O)n2-c1ccccc1)c1ccccc1Cl (configuration not stated) | -4% | -5% |
| CCOC(=O)c1sc2ccccc2c1S(=O)(=O)N1CCN(c2cccc(OC)c2)CC1 | -7% | 29% |
| CCCSCCCNC(=O)c1ccc(C)c(NC(=O)c2nsc3ccccc23)c1 | 5% | 1% |
| COC(=O)c1sc(-c2ccccc2)cc1NC(=O)c1cccc(Cl)c1 | 2% | -13% |
| Cc1c(Cl)cccc1NC(=O)NCCOCCn1c(=O)oc2ccccc21 | 9% | 9% |
| CCOc1ccccc1NC(=O)c1c(NC(=O)c2ccccc2C)sc2c1CCC(C)C2 (configuration not stated) | -8% | 2% |
| Cc1ccc(Nc2ncnc3onc(C)c23)cc1Cl | -4% | -15% |
| CC(C)(Oc1ccc(Cl)cc1)C(=O)Nc1nnc2n1CCS2 | -9% | -2% |
| O=C(Nc1cccc(-c2nnnn2C2CC2)c1)C1CCCC1 | -7% | -5% |
| CCC(CC)C(=O)Nc1cccc(-c2cn3cccnc3n2)c1 | 21% | 7% |

Four records picked at random from the list so far, as already listed:
| Structure | UDG counterscr | AID inh |
| --- | --- | --- |
| O=C(NC1(C(F)(F)F)C(=O)Nc2c1c(=O)[nH]c(=O)n2-c1ccccc1)c1ccccc1Cl (configuration not stated) | -4% | -5% |
| COC(=O)c1sc(-c2ccccc2)cc1NC(=O)c1cccc(Cl)c1 | 2% | -13% |
| CCCSCCCNC(=O)c1ccc(C)c(NC(=O)c2nsc3ccccc23)c1 | 5% | 1% |
| CCC(CC)C(=O)Nc1cccc(-c2cn3cccnc3n2)c1 | 21% | 7% |

Following part
| Structure | UDG counterscr | AID inh |
| --- | --- | --- |
| Cc1nc2ccc(C(=O)NC(C3CC3)C3CC3)cc2nc1C | -2% | 11% |
| COC(=O)c1ccc(NS(=O)(=O)c2c(C)nc3sccn3c2=O)cc1 | -2% | -11% |
| Cn1c(NCc2ccco2)nc2c1c(=O)n(Cc1ccc(Br)cc1)c(=O)n2C | -9% | -11% |
| CCCn1c2ccccc2c2cnn(CC(=O)N3CCC(C)CC3)c(=O)c21 | 1% | 0% |
| Cc1ccc(CNC(=O)CSc2nnc3ccc(-c4ccc5c(c4)OCO5)nn23)cc1 | 5% | -6% |
| CCOC(=O)/C(C#N)=C/c1ccc(-c2ccc(C)cc2)o1 | u | 5% |
| CCOC(=O)CCc1c(C)c2ccc(OCC(=O)C(C)(C)C)c(C)c2oc1=O | 8% | 4% |
| Cc1ccccc1Oc1ccc(S(=O)(=O)N2CCCC2)cn1 | -9% | -10% |
| O=C(Cc1ccccc1)Nc1cccc(-c2cn3cccnc3n2)c1 | -21% | -3% |
| COc1ccc(N(CC(=O)Nc2cc(C)ccc2C)S(=O)(=O)c2ccc(OC)c(OC)c2)cc1 | -10%[57.5 µM] | -4%[57.5 µM] |
| COC(=O)c1ccc(COC(=O)c2nn(C)c(=O)c3ccccc23)cc1 | 3% | 1% |
| Cc1oc2cc(OCC(=O)O)ccc2c(=O)c1Oc1ccccc1 | -1% | 1% |
| Cc1cccc(Nc2nc3ccccc3n3c(N)nnc23)c1 | -9% | 5% |
| O=C(Cn1cnc(S(=O)(=O)N2CCc3ccccc32)c1)NC1CCCCCC1 | -1% | 7% |
| CC1CCC(NC(=O)C(=O)Nc2cccc(Cl)c2Cl)CC1 (configuration not stated) | 7% | -1% |
| CC(C)CCNC(=O)CSc1nnc(NC2CCCCC2)s1 | -6% | -7% |
| COC(=O)c1ccc(C(=O)N2CCN(C(c3ccc(F)cc3)c3ccc(F)cc3)CC2)s1 | 2% | -11% |
| COc1ccc(NC(=O)c2nn(C)c(=O)c3ccccc23)cc1OC | -5% | 3% |
| COc1cc2c(cc1OC)C(CC(=O)O)N(C(=O)Nc1cc(OC)c(OC)c(OC)c1)CC2 (configuration not stated) | -6% | 7% |
| CS(=O)(=O)NCCc1ccc(C(=O)COc2ccc(Br)cc2Cl)s1 | -5% | 1% |
| Cc1ccc(C(=O)c2ccccc2)c(C)c1 | -4% | -14% |
| COc1ccc(Cc2nnc3n2N(C(C)=O)C(c2ccc(C)cc2)=C(C(C)=O)S3)cc1 | 0% | 5% |
| CCOC(=O)N1CCN(C(=O)c2ccc3c(c2)N(Cc2cccc(Cl)c2)C(=O)c2ccccc2S3=O)CC1 (configuration not stated) | 0%[57.5 µM] | -27% |
| Cc1ccc(Cl)cc1N1CCN(C(=O)c2c(C)oc3ncnc(N4CCCCC4)c23)CC1 | u | u |
| COc1ccc(C(=O)c2c(N)c(C(=O)Nc3ccccc3OC)c3ccccn23)cc1 | -2% | -3% |
| Cc1oc(C)c2c(=O)cc(-c3ccc4c(c3)OCO4)cc(OC(=O)c3cccc(Br)c3)c12 | -11% | 25% |
| COc1ccc2cc3c(N)nn(C(=O)c4ccccc4Cl)c3nc2c1 | -5% | -7% |
| CCOC(=O)C1CCN(c2nc3c(S(=O)(=O)c4ccc(CC)cc4)nnn3c3ccc(Cl)cc23)CC1 | -21% | u |
| CCOc1ccccc1CNC(=O)c1ccc2nc(N3CCC(C)CC3)sc2c1 | 24% | 40%[activator] |
| O=S1CCN(c2nc(C3CC3)nc3sc4c(c23)CCCC4)CC1 | 0% | -9% |
| Cc1[nH]n2c(=O)cc(-c3ccccc3Cl)nc2c1-c1ccccc1 | -8% | u |
| O=CNNC(=S)Nc1cc(Cl)cc(Cl)c1 | -3% | 4% |
| COc1ccc(S(=O)(=O)c2cnc3cc(OC)c(OC)cc3c2N2CCCC(C)C2)cc1 (configuration not stated) | -12% | u |
| CC1(C)CC2CC(C)(CN2C(=O)CSc2ncc(C(F)(F)F)cc2Cl)C1 (configuration not stated) | -8% | -29% |
| COc1ccc(Cl)cc1NC(=O)c1c(NCc2ccc(C)o2)sc2c1CCC(C)C2 (configuration not stated) | -10% | 5% |
| CSC(SC)=C1C(=O)OC(C)(C)OC1=O | 6% | 4% |
| Cc1nn2c(C)c(C(=O)NCc3cccc(Br)c3)cnc2c1-c1ccccc1 | 0% | -26% |
| Cc1ccc(OCCn2c(CNC(=O)c3ccco3)nc3ccccc32)cc1 | 8% | -5% |
| O=C(NCc1ccccc1)c1ccccc1NC(=O)C1CCC1 | -4% | -1% |
| COCCNc1nc2c(c(=O)n(C)c(=O)n2C)n1Cc1c(F)cccc1Cl | -2% | -2% |
| CC(C)c1nn2c(=O)cc(COC(=O)c3ccc(NC(=O)c4cccs4)cc3)nc2s1 | 1% | 14% |
| Clc1ccc2c(c1)N=C(N1CCNCC1)c1ccccc1N2 | -9% | -6% |
